# Source: PubChem BioAssay
# Pf Dd2 inh: qHTS Primary assay for Inhibitors of Plasmodium falciparum Dd2 growth in vitro. hit rate 4.3% among 120,000. P. falciparum Dd2 growth, SYBR Green, 72 h. Potency, µM (highest dose often 28.9 µM), for inactives: at the highest dose activity, negative = inhibition, hits mostly inhibitors; active means well fitted inhibition curve with a large enough effect; inconclusive means small, poorly fitted or top-dose-only effect; inactive means no such curve, though single readings can be large or run the other way;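 further: plate controls were DMSO vehicle for no effect and reference drug for full effect; nearly all actives have a fitted effect of over 65% in size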
#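 Readout: SYBR Green fluorescence, 485 nm excitation, 535 nm emission, after ~16 h lysis at 37C. Before that, Dd2-infected red cells (2.5% hematocrit) grew 72 h with compound, 29 uM top final concentration.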
# An asterisk follows results filed as active; i = inactive; u = inconclusive; [ ] = dose if it differs, or a comment. Potency means the concentration at half of the fitted maximal effect. Not all compounds are listed (hit frequency here may not be typical).
nr	Molecule	Pf Dd2 inh
1	COC(=O)[C@@H]1Cc2ncn(Cc3ccc(OC)cc3)c2CN1Cc1ccc(F)cc1	-7%[44.1 µM]
2	CCC1Oc2ccc(NC(=O)c3ccc(C#N)cc3)cc2CN(Cc2ccccc2F)C1=O (configuration not stated)	-16%
3	COc1ccccc1N1CCN(C(=O)C2CC(=O)N(c3n[nH]c4cccc(F)c34)C2)CC1 (configuration not stated)	7.1µM*
4	CN1CCC2(C1)CN(Cc1ccccc1)c1ccc(C(=O)NCCOc3ccccc3)cc12 (configuration not stated)	-1%
5	CCCN1C(=O)Cc2ccccc2C1C(=O)NCc1cccc(OC)c1OC (configuration not stated)	-21%
6	CCOC(=O)c1ccc(NC(=O)C(CC)Sc2nc3ncccc3[nH]2)cc1 (configuration not stated)	u
7	COc1ccc(C)cc1NC(=O)c1nnn(-c2c(C)cccc2C)c1C	u
8	CCCCOc1ccc(C(=O)NCCS(=O)(=O)N2CCN(c3ccc(F)cc3)CC2)cc1	68%[activator]
9	O=C1NC(=NC2CCCC2)C2(CCCN([S+](=O)([O-])c3ccccc3)C2)N1c1cccnc1 (configuration not stated)	13%
10	Cc1ccc(C)c(Cn2c3ccccc3c3cnn(CC(=O)NCCc4ccccc4)c(=O)c32)c1	20%

# Pulled one by one from the list above (two):
nr	Molecule	Pf Dd2 inh
6	CCOC(=O)c1ccc(NC(=O)C(CC)Sc2nc3ncccc3[nH]2)cc1 (configuration not stated)	u
9	O=C1NC(=NC2CCCC2)C2(CCCN([S+](=O)([O-])c3ccccc3)C2)N1c1cccnc1 (configuration not stated)	13%

# Additional entries follow:
nr	Molecule	Pf Dd2 inh
11	O=C(NCc1ccc(C(F)(F)F)cc1)[C@@H]1Cc2nc[nH]c2CN1Cc1ccc([N+](=O)[O-])cc1	-17%
12	CCOC(=O)CC(NC(=O)CCc1c(C)nc2cc(-c3ccccc3)nn2c1C)c1ccc(C)cc1 (configuration not stated)	u
13	COc1cccc2c1OCC(CNC(=O)CCn1nnc3ccccc31)C2 (configuration not stated)	-12%
14	COCc1cc(C[C@@H]2C[C@H](NC(=O)CC(C)(C)C)C2(C)C)no1	-17%[44.1 µM]
15	COc1ccc(-c2cc(N3CCCN(C(=O)c4ccc(Br)cc4)CC3)n[nH]2)cc1	-1%
16	COc1cccc(CC(=O)N2CC3CC(C2)[C@H]2CCCC(=O)N2C3)c1 (some centres not stated)	-4%
17	CC(C)C1=NOC2(CCN(CC3CCCCC3)CC2)C1	u
18	N#CC1CCN(C(=O)C2CN(c3cccc(Cl)c3)C(=O)N2)CC1 (configuration not stated)	-15%[44.1 µM]
19	CCOc1ccccc1NC(=O)CN1C=NS(=O)(=O)c2ccccc21	-7%
20	CN(C)[C@@H]1CN(C(=O)c2ccc(C#N)cc2)C[C@H]1CO	i
21	Cc1ccc(NC(=O)Cn2cc3c(n2)CCCCC3)cc1	-19%[0.594 µM]
22	COc1cc(NC(=O)c2nn(C)c3c2COc2ccccc2-3)cc(OC)c1OC	u
23	COc1cc(NC(=O)N2C[C@@H](F)C[C@H]2C(=O)N2CCc3ccccc3C2)cc(OC)c1	-13%
24	CCOC(=O)CSc1nc2c(sc3ccccc32)c(=O)n1Cc1ccc(C)cc1	u
25	Cc1nnsc1C(=O)Oc1ccc(C(C)C)cc1	3%
26	CC1=C(c2ccc(Cl)cc2)S(=O)(=O)N=C1N1CCN(c2cccc(C)c2C)CC1	-14%
27	CC(C)(C)c1ccc(C(=O)N2CCCC(c3nc4c(nnn4Cc4cccc(F)c4)c(=O)[nH]3)C2)cc1 (configuration not stated)	1.6µM*
28	O=C(NCC1CC1)c1ccc(Cn2ccn3nc4c(c3c2=O)CCCC4)cc1	u
29	Cc1ccc(NC(=O)CCOc2ccccc2)cc1	23%
30	CCOC(=O)C1CCN(C(=O)c2cc(Cn3ccnc3C(C)C)[nH]n2)CC1	u
31	O=C(NCCc1ccncc1)C1c2ccccc2C(=O)N(c2ccccc2)C12CCCCC2 (configuration not stated)	i
32	COc1cc(OC)c(NC(=O)CCn2ccn3nc4c(c3c2=O)CCCC4)cc1Cl	u
33	CCOc1cc(C(c2c(C)[nH]n(-c3ccccc3)c2=O)c2c(C)[nH]n(-c3ccccc3)c2=O)ccc1O	-6%
34	Cn1cc(CN2CCCC(COc3ccccc3C(=O)N3CCOCC3)C2)c2ccccc21 (configuration not stated)	i
35	Cc1ccc(-c2cnc3n[nH]c(-c4ccccc4)c3n2)cc1	60%[activator][44.1 µM]
36	COc1cc(OC)cc(C(=O)N2CCCC(n3cc(-c4nc(-c5ccccc5)no4)nn3)C2)c1 (configuration not stated)	u
37	O=C(Nc1ccc(Oc2ccccc2)cc1)N[C@H]1CO[C@H]2[C@@H]1OC[C@H]2OC(=O)Nc1cccc2ccccc12	i
38	COc1ccc(C(=O)N2CCC3(CC2)OCC(C(=O)N2CCOCC2)N3C(=O)c2ccccc2)cc1 (configuration not stated)	11%
39	COc1ccc(-c2cc(C(=O)NCC(C)C)c3c(C4CCNC4)nn(C)c3n2)cc1 (configuration not stated)	u
40	COc1cccc(CN2CCNC(=O)C2CC(=O)N2CCC(O)CC2)c1OC (configuration not stated)	-9%
41	COc1ccc(-c2cc([C@H]3CN4CC[C@H]3C[C@@H]4CNC(=O)Nc3cccc(C(C)=O)c3)n(C)n2)cc1OC	u
42	CN(C)CCN(C)C(=O)c1ccc(-c2ncc3cnc(-c4ccccc4)cn23)cc1	-24%[44.1 µM]
43	c1ccc(Oc2ccccc2-c2cc(-c3cn[nH]c3)c3cncn3c2)cc1	u
44	COc1cc(NC(=O)N2CCC(CN3CCc4ccccc4C3)CC2)cc(OC)c1	11%
45	CCCc1cc(=O)[nH]c(SCc2nc(-c3ccc(C)cc3)no2)n1	0%
46	CCc1noc(-c2cn(C3CCN(C(=O)c4ccco4)C3)nn2)n1 (configuration not stated)	i
47	CCn1nccc1C(=O)N1CCC(OCC2CC2)C1 (configuration not stated)	26%
48	Cc1noc(C)c1C(=O)N1CCC(N2C(=O)C3(CCCC3)C2c2ccccc2)CC1 (configuration not stated)	-3%
49	Cc1ccc2c(c1)c1c(c(=O)n(Cc3ccccc3)c(=O)n1CC(=O)Nc1ccccc1F)n2C	-5%
50	NC(=O)CCNC(=O)C1=C[C@@H](NC(=O)NC2CCCCC2)[C@@H](O)[C@H](O)C1	14%[44.1 µM]

# Down the list, as entered above:
# Pf Dd2 inh, entries 41 to 50, in order: u, -24%[44.1 µM], u, 11%, 0%, i, 26%, -3%, -5%, 14%[44.1 µM]

# The list continues.
nr	Molecule	Pf Dd2 inh
51	O=C(CC1CCCCC1)N1CCC2(CC1)NC(=O)N(c1ccccc1)N2	i
52	Cc1nc(CN2C[C@H](C(=O)Nc3cccc(Cl)c3)C[C@@H]2c2ccc(F)cc2)cs1	u
53	CS(=O)(=O)N1CCOC[C@H](Oc2ccc(C(F)(F)F)cc2)C1	i
54	CCCSc1oc(-c2ccco2)nc1S(=O)(=O)c1ccc(Cl)cc1	11%
55	O=C(NCCCc1nc2ccccc2n1Cc1ccccc1)C1CCCCC1	-6%
56	O=C(c1nccnc1C(=O)N1CCC2(CCCNC2)C1)N1CCCCC1 (configuration not stated)	0%
57	CCn1ncc(N2CCCC(CC(=O)N3CCCCCC3)C2)cc1=O (configuration not stated)	-24%
58	O=C1Nc2ccccc2CC12CCN([S+](=O)([O-])c1cccs1)C2 (configuration not stated)	u
59	Cc1cc(C)cc(-c2ccc(CN3CC4CCC(C3)N4c3ccc(C(F)(F)F)cc3)cc2)c1	u
60	CCN(C(=O)CN1C(=O)c2ccccc2Sc2ccc(C(=O)OC)cc21)c1cccc(C)c1	11µM*
61	CC(C)COc1cc(=O)n2c(c1C(=O)NCC1CC1)CCCCC2	35%[activator]
62	Cc1ccc(C)c(N2CCN(C(=O)Cc3c(C(=O)O)c(C)cn3C)CC2)c1	4%
63	CCN1C(=O)C2(CCN(S(=O)(=O)c3ccc4c(c3)CCC4)CC2)c2ccccc21	41%[activator]
64	Cc1cccc(N2CCN(C(=O)C3CCN(C(=O)c4cc5sccc5n4C)CC3)CC2)c1C	-23%
65	O=C(CCc1ccccc1)N1CCC2OCCN(Cc3ccccc3F)C(=O)C2C1 (configuration not stated)	i
66	CCOC(=O)C1CCN(C(=O)c2ccc(C)c(NC(=O)c3nsc4ccccc34)c2)CC1	u
67	c1ccc(CN2CCCCC2c2nc(CCOCC3CCCC3)no2)nc1 (configuration not stated)	-22%
68	Cc1ccc(-c2nc(N3CCN(c4ccccc4Cl)CC3)c3ccccc3n2)cc1	32%
69	O=C(c1cnccn1)N1CCOC[C@H](Oc2cccnc2)C1	-7%[44.1 µM]
70	CCc1c(C)nc2nncn2c1Nc1ccc(C(C)C)cc1	17%
71	Cn1cnc2cc(C(=O)N3CCNCC(C(=O)O)C3)ccc21 (configuration not stated)	3%
72	O=C1CCN(S(=O)(=O)c2ccccc2)CCCN(C(=O)C2CCC2)CCN1	23%
73	Cc1ccc(C)c(OCC(=O)c2ccc3c(c2)N(CCCC(=O)NC2CCCCC2)C(=O)CO3)c1	-21%
74	O=C1N(c2ccccc2)C[C@H]2CN(Cc3ccccc3)CCN12	-8%[44.1 µM]
75	CN1CC(=O)N2CCN(S(=O)(=O)c3ccc(F)cc3F)CC2C1=O (configuration not stated)	-5%
76	COc1ccc(Cc2nc3c4cnn(-c5ccccc5Br)c4ncn3n2)cc1	i
77	COc1cc(Cl)c(C)cc1NC(=O)CCn1c(=O)c2cccn2c2cccnc21	11%
78	COc1ccc(CNC(=O)c2c[nH]c3ncccc23)cc1OC	i
79	CN1C[C@@H](NC(=O)c2cnccn2)C[C@H]1c1nc(-c2ccc(OC(F)(F)F)cc2)no1	14µM*
80	O=C(c1ccc2c(c1)OCO2)N1CCN2C(=O)NC[C@H]2C1	18%[44.1 µM]
81	COc1ccc(C(=O)N2CCN(C(=O)COc3ccccc3)CC2)cc1OC	12%
82	Cc1ccsc1C(=O)NC1CCN(c2cnn(CC3CC3)c(=O)c2)CC1	-6%
83	CC(C)N1CCN(C(=O)CN2CC3CC(C2)[C@H]2CCCC(=O)N2C3)CC1 (some centres not stated)	-4%
84	CNC(=O)[C@H]1C[C@H](Oc2ccccc2)CN1C(=O)Nc1ccc(OC)cc1	11%
85	COC(=O)C1=C(CS(=O)(=O)c2cc(Cl)ccc2OC)NC(=O)NC1c1ccccc1 (configuration not stated)	3%
86	COc1cccc(-c2cnc([C@@H]3COCCN3C3CCOCC3)[nH]2)c1	22%[44.1 µM]
87	Cc1noc([C@@H]2CN(Cc3ccc(OC(C)C)cc3)C[C@H]2CO)n1	u
88	Cc1cccc(C(=O)N2CCC3(CC2)OCC(C(=O)N2CCOCC2)N3C(=O)c2ccc(F)cc2)c1 (configuration not stated)	1%
89	CCn1nc(C)cc1C(=O)N1C[C@@H](CN2CCN(C)CC2)[C@@H](CO)C1	-7%
90	Cc1cc(C)cc(NC(=O)N(C)CC2CCOCC2)c1	5%
91	Cc1cccc(NC(=O)CCCCCn2c(=O)[nH]c3ccsc3c2=O)c1	-15%
92	Cc1ccc(-c2cnc(NCc3c(F)cccc3Cl)n2C)cc1	u
93	Cc1nn(-c2ccc(F)cc2)c(Oc2ccccc2F)c1CCC(=O)NCC1CC1	-13%
94	COc1cccc(-c2nc(C3CC(=O)N(C4CCCCC4)C3)no2)c1 (configuration not stated)	39%
95	Cc1ccccc1-c1cc(O)c2c(c1)CN(Cc1nccn1C)CCO2	u
96	c1ccc(OCc2noc(-c3ccc(NCC4CCCCO4)nc3)n2)cc1 (configuration not stated)	u
97	Cc1cccc(Cn2cccc2CNS(=O)(=O)c2ccccc2F)c1	i
98	CCn1c(C2CCCN(C(=O)C(C)C)C2)nn(C)c1=O (configuration not stated)	-15%
99	COc1ccc(S(=O)(=O)N(CC(=O)Nc2cc(C)cc(C)c2)c2ccc(Cl)cc2)cc1	-24%
100	COc1ccc(OCC(=O)N2CCC(Cc3nc(-c4ccc(OC)cc4)no3)CC2)cc1	11µM*

# Next part.
nr	Molecule	Pf Dd2 inh
101	Cc1ccc(C)c(S(=O)(=O)c2nnn3c2nc(N2CCOCC2)c2sccc23)c1	u
102	Cc1cc(Cl)ccc1OCCSc1nnc(-c2cccs2)o1	u
103	CN(C)C[C@@H]1CN(c2ncccn2)C[C@H]1NC(=O)c1ccccc1F	20%
104	COc1cccc(NC(=O)c2oc3ccc(S(=O)(=O)N(C)C4CCCCC4)cc3c2C)c1	i
105	Cn1ccc(C(=O)N[C@@H]2COCC[C@H]2Oc2ccc(CO)cc2)cc1=O	-7%
106	O=C(C1CCC1)N1CCC2(CC1)CC(Cc1nc(C3CC3)no1)CCO2 (configuration not stated)	u
107	CC(C)c1ccccc1NC(=O)Cn1ccn2nc(-c3ccc(F)cc3)c(CO)c2c1=O	i
108	Cc1ccc(C(=O)N2CCC(c3c[nH]c4ccccc34)(c3c[nH]c4ccccc34)CC2)cc1	2µM*
109	COc1ccc2nc(CO[C@H]3CN(Cc4ncccc4C)C[C@H]3F)[nH]c2c1	i

# Shown with each value named: four of the compounds above.
88) Cc1cccc(C(=O)N2CCC3(CC2)OCC(C(=O)N2CCOCC2)N3C(=O)c2ccc(F)cc2)c1 (configuration not stated)
  Pf Dd2 inh: 1%

64) Cc1cccc(N2CCN(C(=O)C3CCN(C(=O)c4cc5sccc5n4C)CC3)CC2)c1C
  Pf Dd2 inh: -23%

60) CCN(C(=O)CN1C(=O)c2ccccc2Sc2ccc(C(=O)OC)cc21)c1cccc(C)c1
  Pf Dd2 inh: 11µM*

101) Cc1ccc(C)c(S(=O)(=O)c2nnn3c2nc(N2CCOCC2)c2sccc23)c1
  Pf Dd2 inh: u
